# Compound activity: PubChem, The Scripps Research Institute Molecular Screening Center
# MITF primary – blocks human microphthalmia-associated transcription factor. O75030. AlphaScreen MITF homodimerization, bead proximity signal. inhibition, % at 2.6 µM. actives 0.91% (n = 650,000); in the data active = inhibition above about 50%;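 note: 0% = vehicle wells with protein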
# Target sequence (O75030 whole entry, looked up): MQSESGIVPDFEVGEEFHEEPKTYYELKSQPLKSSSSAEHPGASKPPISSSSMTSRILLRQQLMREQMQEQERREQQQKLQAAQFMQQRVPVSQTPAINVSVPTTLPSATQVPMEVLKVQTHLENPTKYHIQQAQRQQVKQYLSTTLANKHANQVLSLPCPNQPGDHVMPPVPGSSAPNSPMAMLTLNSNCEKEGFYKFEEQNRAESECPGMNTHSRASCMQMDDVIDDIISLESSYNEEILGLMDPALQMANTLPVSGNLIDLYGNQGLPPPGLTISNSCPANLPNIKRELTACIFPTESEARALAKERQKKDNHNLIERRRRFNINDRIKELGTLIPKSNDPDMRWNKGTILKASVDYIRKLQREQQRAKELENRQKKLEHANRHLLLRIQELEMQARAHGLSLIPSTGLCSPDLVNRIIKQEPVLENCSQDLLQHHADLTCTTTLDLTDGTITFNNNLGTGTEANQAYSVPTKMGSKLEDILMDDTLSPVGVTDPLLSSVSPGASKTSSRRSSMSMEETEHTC
# GPR151 activ – human GPR151 activation; actives 1% (n = 650,000); PathHunter beta-arrestin GPR151 cells, luminescence; Q8TDV0; activation, % at 11.2 µM; in the data active = activation above about 4.9%;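 note: 0% = median of compound wells and 100% = cells with positive control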
# Target sequence (Q8TDV0 whole entry, looked up): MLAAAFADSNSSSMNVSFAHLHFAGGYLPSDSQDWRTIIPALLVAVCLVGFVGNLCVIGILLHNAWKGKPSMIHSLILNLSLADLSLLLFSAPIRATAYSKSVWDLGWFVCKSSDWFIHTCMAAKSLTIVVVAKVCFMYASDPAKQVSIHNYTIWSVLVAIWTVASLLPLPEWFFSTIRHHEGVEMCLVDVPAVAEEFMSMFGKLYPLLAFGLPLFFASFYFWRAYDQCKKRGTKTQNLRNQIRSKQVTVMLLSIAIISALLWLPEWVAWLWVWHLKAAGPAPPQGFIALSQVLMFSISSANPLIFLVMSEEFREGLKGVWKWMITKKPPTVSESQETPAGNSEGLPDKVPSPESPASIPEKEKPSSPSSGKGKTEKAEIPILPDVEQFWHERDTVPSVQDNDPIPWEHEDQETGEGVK
# TEAD-YAP inh – TEAD-YAP interaction inhibition; HEK-TIYL cells, TEAD-Gal4/YAP UAS-luciferase luminescence; inhibition, % at 9.12 µM; actives 1.4% (n = 640,000); AID 1259422; in the data active = inhibition above about 32%;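 note: 0% = median of test compound wells and 100% = reference inhibitor wells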
# FBW7 act – activators of human E3 ligase FBW7; Q969H0; AlphaScreen FBW7–phospho-cyclin E peptide binding, activator screen; normalized activity (activation), % at 26.1 µM; actives 0.13% (n = 650,000); in the data active = normalized activity above about 1.9%;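 note: purified mutant Fbw7 with reduced substrate affinity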
# * marks the source's active call; other numbers are inactive results. Compounds as they come; about 3.5% have a hit in one of these screens.
SMILES,TEAD-YAP inh,GPR151 activ,FBW7 act,MITF primary
CCOC(=O)C1=C(C)N=c2s/c(=C/c3ccc(-c4cccc(C(F)(F)F)c4)o3)c(=O)n2C1c1cccs1 (centres undefined),-7,0.5,-0.1,12
CCOC(=O)c1c(NC(=O)CCCOc2ccc(Cl)cc2)sc2c1CCC(C)C2 (centres undefined),-4,0.3,0.9,23
CC(C)(C)c1ccc(N2C(=O)/C(=C/c3ccc(-c4cc(Cl)ccc4Cl)o3)C=C2c2ccccc2)cc1,1,0.4,0.4,-9
CCc1cc2c(cc3c(=O)n(CC(=O)OC)nc(CC)n32)s1,0,-0.7,-0.1,-4
CC(=O)CC(CC(=O)O)c1ccccc1 (centres undefined),2,0.5,0.1,8
Cc1cc(C)c(NC(=O)CCC(=O)O)c(Cl)c1,-8,0.5,0.0,-8
CCSCCOC(=O)C1=C(C)NC2=C(C(=O)C(C(=O)OC)C(C)C2)C1c1ccc(CC)cc1 (centres undefined),-2,-0.7,0.2,-3
O=c1[nH]c(=O)n(-c2ccccc2F)c(O)c1C=Nc1ccc2c(c1)OCO2,-2,-0.7,0.1,-7
Cn1ccc(C(=O)N/N=C(\C=C\c2ccccc2)c2ccccc2)n1,-11,0.0,-0.1,-1
COC(=O)c1ccc(Nc2ncccc2C(=O)NCc2cccs2)cc1,4,-0.9,-0.1,3
CC(C)(C)c1nc2scc(-c3ccccc3)c2c(=O)o1,0,0.6,0.0,3
Cc1cc(C)nc(NC(=O)Nc2ccc(Cl)cc2)n1,-44,0.9,-0.1,-5
COc1ccc(Cl)cc1NC(=O)c1c(NCc2cccs2)sc2c1CCCC2,-6,0.2,-0.1,-7
Cc1c(C(=O)c2ccc(Cl)cc2)oc2cc(NC(=O)c3cccnc3)ccc12,0,1.1,0.0,7
Cc1nc2cc(C(=O)N3CCc4ccccc43)ccc2n1-c1ccc(F)cc1F,-11,-2.3,0.2,-6
O=C(NCCOc1ccccc1)c1cnc(N2CCC(N3CCOCC3)CC2)s1,-31,-0.3,-0.1,4
COc1ccc(C(=O)NCC(=O)N/N=C/c2ccco2)cc1OC,-6,1.0,0.0,5
Cc1ccccc1N1CCN(Cc2cc3c(cc2[N+](=O)[O-])OCO3)CC1,-6,-0.1,0.0,11
COCc1nnc(NC(=O)CCCOc2ccccc2OC)s1,-2,-0.6,-0.2,4
O=C(Cc1cc(=O)[nH]c(SCc2ccc(F)cc2)n1)NC1CCCCC1,6,-1.2,0.0,9
COc1ccccc1Nc1ncc2c(n1)CC(C)(C)CC2=O,-19,-0.5,1.1,-9
CCN(C(=O)Cn1ncc2c(=O)oc3ccccc3c21)c1ccccc1F,4,0.5,0.0,6
COc1ccc(C(=O)SC2=NCCS2)cc1OC,-3,-0.2,-0.1,2
O=C(Nc1nncs1)c1c(F)cccc1F,5,0.4,0.2,-13
O=C(NCCc1ccccc1)c1cc(S(=O)(=O)N2CCCC2)ccc1F,-24,3.8,-0.1,-5
Cc1ccc(S(=O)(=O)N2CCOCC2)cc1C(=O)Nc1cccc(O)c1,10,0.1,0.1,2
NC(=O)c1ccc(-c2ccc(C(=O)NC3CC3)s2)cc1,-20,-6.2,-0.1,-7
O=C(COc1ccc(S(=O)(=O)NCCc2ccccc2)cc1)NC1CC1,-3,5.8*,0.0,0
COC(=O)Cn1nc(C(F)(F)F)c2c1CCC2,-1,-1.4,0.0,-5
COc1cccc(/C=N/NC(=O)C(C)Nc2ccc(Br)cc2)c1 (centres undefined),7,-1.7,0.6,18
CS(=O)(=O)NCCN1CCN(c2ccccc2)CC1,17,1.4,0.1,8
N#Cc1ccc(OCc2nc3ccc(Cl)cc3[nH]2)cc1,-2,-0.6,0.3,9
COc1ccc(C2=NS(=O)(=O)N(C)C(C(=O)N(C)Cc3ccccc3)=C2)cc1,5,0.3,-0.3,6
O=C(N=Nc1c(O)[nH]c2ccc(Br)cc12)c1ccc[n+]([O-])c1,5,0.2,0.0,7
NCCC(c1ccccc1)c1ccco1 (centres undefined),15,0.2,-0.3,6
COCCN(CCOC)S(=O)(=O)c1ccc(C(=O)Nc2nc3c(OC)cc([N+](=O)[O-])cc3s2)cc1,-4,0.5,0.0,2

# A draw from above in order of molecular weight, smallest number first:
SMILES,TEAD-YAP inh,GPR151 activ,FBW7 act,MITF primary
COC(=O)Cn1nc(C(F)(F)F)c2c1CCC2,-1,-1.4,0.0,-5
N#Cc1ccc(OCc2nc3ccc(Cl)cc3[nH]2)cc1,-2,-0.6,0.3,9
NC(=O)c1ccc(-c2ccc(C(=O)NC3CC3)s2)cc1,-20,-6.2,-0.1,-7
O=C(N=Nc1c(O)[nH]c2ccc(Br)cc12)c1ccc[n+]([O-])c1,5,0.2,0.0,7
O=C(COc1ccc(S(=O)(=O)NCCc2ccccc2)cc1)NC1CC1,-3,5.8*,0.0,0
COc1cccc(/C=N/NC(=O)C(C)Nc2ccc(Br)cc2)c1 (centres undefined),7,-1.7,0.6,18

# (next part)
SMILES,TEAD-YAP inh,GPR151 activ,FBW7 act,MITF primary
CC(=O)Cn1c(=O)c2c(nc3n(-c4ccc(F)cc4)c(-c4ccccc4)cn23)n(C)c1=O,-6,-0.9,0.1,-8
O=C1NN(c2ccccc2)C(=O)/C1=C/c1ccc(N2CCOCC2)cc1,-7,2.8,0.0,-12
CCOC(=O)C1=C(C)N=c2s/c(=C/c3ccc(F)cc3)c(=O)n2C1c1ccc(OC)cc1OC (centres undefined),2,1.0,0.6,13
O=C(c1nn(C23CC4CC(CC(C4)C2)C3)cc1[N+](=O)[O-])N1CCOCC1,7,-1.9,0.3,14
CC(=O)Nc1ccc(NC(=O)c2csc(NCc3ccc4c(c3)OCO4)n2)cc1,8,1.4,-0.2,-2
COc1ccc(-c2cc(C(F)(F)F)n3nc(C(=O)Nc4ccc5c(c4)CCC5)cc3n2)cc1,-3,-1.0,0.0,0
O=C1c2ccccc2C(=O)N1c1ccc(S(=O)(=O)Nc2nccs2)cc1,12,0.6,0.0,9
CCC(C)(C)NC(=O)C1CCN(S(=O)(=O)c2ccc3c(c2)oc(=O)n3C)CC1,3,1.4,-0.1,12
COc1ccc(C)cc1NC(=O)C1C2C=CC(C2)C1C(=O)O (centres undefined),-2,-0.1,0.0,9
Cc1cc(C)cc(OCC(=O)NNC(=O)c2ccccc2Cl)c1,4,-2.2,0.2,1
COC(=O)/C(=C(/F)Sc1ccc(OC(=O)c2ccccc2)cc1C)C(F)(F)F,8,2.9,0.1,4
CCC(C(=O)N1CCOCC1)n1nc(C)c2sc3ccccc3c2c1=O (centres undefined),-1,0.0,-0.1,3
CSc1ccc(CN2CCC(n3nccc3NC(=O)Cc3ccccc3)CC2)cc1,12,0.1,-0.1,0
COc1ccc(CCNC2CC(=O)N(c3ccc(C)cc3)C2=O)cc1OC (centres undefined),-3,0.4,0.0,11
CC(=O)C1=C(C)N=c2s/c(=C/c3ccc(-c4ccc([N+](=O)[O-])cc4)o3)c(=O)n2C1c1ccc(N(C)C)cc1 (centres undefined),-13,-0.1,0.0,-4
Cc1nc2c(c(=O)[nH]1)CN(Cc1ccco1)CC2,-10,0.9,-0.2,8
CCOC(=O)c1cnc2ccc(C(=O)OC)cc2c1NC1CC(C)(C)NC(C)(C)C1,-13,0.5,-0.1,19
COc1ccc(C(=O)O/N=C(\N)Cc2ccc(Cl)cc2Cl)cc1,3,-0.5,0.3,8
c1ccc(OCCN2CCOCC2)cc1,2,-1.8,-0.1,54*
CC(=O)c1oc2ccc3c(C)cc(=O)oc3c2c1C,2,-0.5,-0.1,3
COc1cc2nc(Oc3ccccc3)nc(NC3CC3)c2cc1OC,25,0.5,0.2,14
COCCNCCCOc1cccc(Br)c1,2,-1.2,-0.1,12
O=C(Nc1ccc(S(=O)(=O)Nc2nccs2)cc1)Nc1cccc(Cl)c1,8,-1.6,0.7,6
CC(C)C[C@H](NC(=O)COc1ccc(Cl)cc1Cl)C(=O)O,6,1.8,-0.2,3
Cn1cc(S(=O)(=O)Oc2ccc3ccccc3c2)c(=O)n(C)c1=O,-5,4.2,-0.1,-7
CCS(=O)(=O)N1CCN(c2ccc([N+](=O)[O-])c(N3CCCCC3)c2)CC1,4,3.6,0.3,20
Cc1ccc(C(=O)Nc2ccc(S(N)(=O)=O)cc2)cc1Br,-11,-0.2,0.4,-2
O=C(COC(=O)C1CC(=O)N(c2ccccc2F)C1)c1ccc(Br)cc1 (centres undefined),11,-1.4,0.1,13
CN(C)C(=O)CSc1nnc(-c2cccc(C#N)c2)o1,-4,0.4,-0.2,2
C=CCN(CC=C)S(=O)(=O)c1ccc(C(=O)Nc2sc3c(c2C(=O)OCC)CCN(CC)C3)cc1,8,0.2,0.0,4
COCCNC(=S)Nc1ccc(OC)cc1OC,-3,-1.2,-0.3,-7
CCOC(=O)c1ccc(NC(=O)c2c(NCc3cccnc3)sc3c2CCC3)cc1,4,-0.2,0.5,9
Cc1oc2c(O)c(O)ccc2c(=O)c1Oc1ccccc1,4,0.2,-0.4,-3
COc1ccc(S(=O)(=O)Nc2ccc(S(N)(=O)=O)cc2)cc1C,8,0.8,0.0,13
Cc1ccnc(N2CCC(C(=O)NC3CCC(C)CC3)CC2)n1 (centres undefined),6,0.5,-0.1,7
Cc1cc2c(cc(C(=O)OC(C(=O)NC(C)(C)C)c3ccncc3)n2C)s1 (centres undefined),1,1.5,0.7,-21
COc1ccc(-n2nc(C(=O)NC3CC3)c3c4ccccc4n(C)c3c2=O)cc1,2,-0.9,-0.2,0
O=C(Nc1nc(-c2ccccc2)cs1)c1cc(-c2ccc(Br)cc2)nc2ccccc12,-6,0.0,-0.1,2
CC1(C)CC(=O)c2ccc(OCC(=O)N3CCC4(CC3)OCc3ccccc3O4)cc2O1,2,-1.3,-0.5,8
CCNc1cc(N2CCN(S(=O)(=O)c3ccc4ccccc4c3)CC2)ccc1[N+](=O)[O-],-1,-0.7,0.4,15
CCOc1ccccc1/C=C(\C#N)c1ccccc1OC,-5,-2.0,0.0,1
CC(C)c1cc(C(C)C)c(S(=O)(=O)N2CC3C4C=CC(C4)C3C2)c(C(C)C)c1 (centres undefined),6,1.4,0.0,12
O=C1NC(=O)/C(=C/c2ccc(O)cc2)S1,-21,-2.6,0.0,5
CCOc1ccccc1CN1CCN(Cc2nc3ccccc3s2)CC1CCO (centres undefined),2,0.6,0.2,9
CCCC1=C(C(=O)OCC)C(c2ccco2)n2ncnc2N1 (centres undefined),4,-0.9,0.0,6
Cc1ccc(C2=CCN(S(=O)(=O)c3ccc(F)cc3)CC2)o1,-4,-0.1,0.0,-2
N#CCc1ccc(NC(=O)Cc2cccs2)cc1,-7,-1.3,0.0,1
COc1ccc(/C=C/C(=O)Nc2cccc(C(F)(F)F)c2)cc1,-20,2.7,-0.1,1
CCC(=O)Oc1ccc(C(=O)Nc2ccccc2C(F)(F)F)cc1,-2,0.1,-0.1,3
N#C/C(=C/c1ccc(Oc2ccc([N+](=O)[O-])cn2)cc1)C(=O)N1CCOCC1,3,0.1,0.0,3
CCc1nnc(SCC(=O)NCc2ccc(C)cc2)n1-n1cccc1,-3,0.0,1.0,20
O=C(c1cccc(-n2cnnn2)c1)N1CCC2(CC1)Nc1ccccc1-n1cccc12,1,0.3,-0.1,18
CCOC(=O)c1[nH]c2cc(C)sc2c1Br,1,0.1,0.2,-10
CC1CCN(Cc2nnnn2CCCC(=O)NCCc2cnn(C)c2)CC1,9,2.4,0.0,9
Cc1cc(C(=O)N2CCN(c3ccccc3)CC2)n[nH]1,-2,0.2,0.0,-1
CCOc1ccc(NC(=O)C(C)O)c([N+](=O)[O-])c1 (centres undefined),-23,-0.3,-0.1,-1
COc1cc(OC)cc(C(=O)Nc2cc(C(=O)NCC(C)C)ccc2N2CC3CC(C2)c2cccc(=O)n2C3)c1 (centres undefined),6,-0.2,-0.1,8
O=C(CN1CCN(c2ccccc2F)CC1)Nc1ccc2c(c1)OCO2,-1,0.6,0.0,4
CCOC(=O)c1cnc2ccc(Cl)cc2c1N,-9,2.0,0.0,11
Cc1oc2c(CN(C)C)c(O)ccc2c(=O)c1-c1cscn1,8,1.8,0.0,9

# (listing goes on)
SMILES,TEAD-YAP inh,GPR151 activ,FBW7 act,MITF primary
CCCNS(=O)(=O)c1ccc(SC)cc1,-4,-1.2,0.1,9
CC(=O)Nc1nc2ccc(NC(=O)c3ncoc3-c3cccs3)cc2s1,-9,0.1,0.1,15
COc1cc(Nc2nc(-c3ccc(C(N)=O)cc3)nc3c2ncn3-c2ccsc2)cc(OC)c1OC,54*,-0.1,-0.1,10
CC(C)n1c(N2CCc3ccccc3C2)nc2c(NCCN3CCOCC3)ncnc21,-14,-0.4,-0.1,0
CC(NC(=O)C12CC3CC(CC(C3)C1)C2)C(=O)NCc1ccccc1 (centres undefined),6,-1.5,0.0,-31
CN(CCc1ccccc1)C(=O)c1nc2sccn2c1CN1CCC(C(N)=O)CC1,-1,1.9,0.0,-4
Cc1cc(NC(=O)CSc2nc3ccccc3c(=O)n2CCCC(=O)NCc2ccccc2Cl)no1,5,0.3,0.1,-9
